GPR55 beta-arrestin: GPR55 agonists via beta-arrestin recruitment, primary screen, imaging, U2OS cells, beta-arrestin-GFP redistribution (AID 1961); U2OS GPR55 beta-arrestin-GFP redistribution imaging; higher % means a stronger effect; one-dose activation, % at 10 µM; EC50 in µM for titrated hits; 290,000 compounds, 0.048% hits;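 active = activation above 40% with more than 50 cells counted in the well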;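 note: U2OS osteosarcoma cells stably expressing GPR55 and beta-arrestin-GFP; plate controls were DMSO negative control for no effect and LPI positive control for full effect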
NOD1 NF-kB reporter: inhibition of NOD1-driven NF-kB reporter – cell-based, luminescence, uHTS, primary screen (AID 1578). NOD1-driven NF-kB luciferase reporter cells, luminescence; higher % means a stronger effect. inhibition, % at 4 µM; hits with a dose series show EC50 in µM. 290,000 compounds, 1% hits; in the data active = inhibition mostly above about 36%, no sharp cut-off; inactive = mostly below about 34%;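 note: HEK-293T reporter cells stimulated with the NOD1 agonist gamma-tri-DAP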
KOR beta-arrestin-1: kappa opioid receptor blockers – cell-based, luminescence, uHTS (AID 1778); KOR beta-arrestin recruitment, luminescence, antagonist mode; higher % means a stronger effect; 290,000 compounds, 0.091% hits; one-dose inhibition, % at 10 µM; IC50 in µM for titrated hits; in the data active = inhibition above about 50%; note: strong numbers were not always called active
Siah-1 displacement: blockers of Siah-1 interaction with plectin peptide – biochemical, fluorescence polarization, rhodamine-plectin, uHTS, primary screen (AID 1817) | Siah-1 / rhodamine-plectin peptide fluorescence polarization; higher % means a stronger effect | displacement, % at 20 µM, or IC50 in µM where a hit was titrated | 290,000 compounds, 0.02% hits;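 active = displacement of at least 50% at 20 µM, with a fluorescence ratio check between 0.3 and a set limit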;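 note: plate controls were Siah plus tracer with DMSO for no effect and tracer alone without Siah for full effect; strong numbers were not always called active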
GPR35 antagonists: inhibition of zaprinast-stimulated GPR35 beta-arrestin translocation – imaging, U2OS, beta-arrestin-GFP, zaprinast agonist, primary screen (AID 2058); U2OS GPR35 beta-arrestin-GFP translocation imaging, zaprinast antagonism; higher % means a stronger effect; one-dose inhibition, % at 10 µM; IC50 in µM for titrated hits; 290,000 compounds, 0.052% hits;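 active = inhibition of at least 50% with at least 30 cells and total cytoplasm GFP at most 10,000,000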
KOR beta-arrestin-2: kappa opioid receptor activators – cell-based, luminescence, uHTS, primary screen (AID 1777). one-dose activation, % at 10 µM; EC50 in µM for titrated hits. 280,000 compounds, 0.02% hits. KOR beta-arrestin recruitment, luminescence; higher % means a stronger effect; in the data active = activation above about 50%, passing the limit was not always enough; note: a part of the inactive calls stands beside numbers as strong as those of hits
AID2073: inhibitors of Mint1-CaV2.2 protein interaction, biochemical, HTRF (AID 2073) | HTRF protein-protein interaction, Mint1-CaV2.2; higher % means a stronger effect | inhibition, % at 20 µM, or IC50 in µM where a hit was titrated | 290,000 compounds, 0.19% hits; in the data active = inhibition mostly above about 51%, no sharp cut-off; note: some results filed as inactive read as strong as hits
HIV fusion peptide: cell-free HIV fusion peptide-binding blockers – biochemical, uHTS, fluorescence dequenching, primary screen (AID 1986) | cell-free peptide binding, fluorescence dequenching, 30 min; higher % means a stronger effect | 290,000 compounds, 0.3% hits | inhibition, % at 20 µM; hits with a dose series show IC50 in µM; in the data active = inhibition mostly above about 52%, no sharp cut-off; inactive = mostly below about 76%; note: some results filed as inactive read as strong as hits
GPR55 antagonists: GPR55 antagonists blocking LPI-driven arrestin recruitment, primary screen, imaging, U2OS, beta-arrestin-GFP, LPI agonist (AID 2013) | U2OS GPR55 beta-arrestin-GFP translocation imaging, LPI antagonism; higher % means a stronger effect | inhibition, % at 10 µM; hits with a dose series show IC50 in µM | 290,000 compounds, 0.13% hits;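 active = spots per cell inhibited over 60%, with over 100 cells counted and total cytoplasm intensity under 500,000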;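 note: U2OS cells stably carrying GPR55 and arrestin-GFP stimulated by 5 µM LPI near EC80; imaged beta-arrestin-GFP aggregate spots per cell after agonist stimulation; plate controls were LPI-stimulated DMSO wells for no effect and DMSO wells without LPI for full effect; some results filed as inactive read as strong as hits; confirmed hits need IC50 under 10 µM and bright autofluorescent wells are also inconclusive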
The depositor's hits bear a star; x = no result given; [ ] = another dose, or the depositor's remark. These rows are one share of the data, so the mix of outcomes need not match the whole.

SMILES	GPR55 beta-arrestin	NOD1 NF-kB reporter	KOR beta-arrestin-1	Siah-1 displacement	GPR35 antagonists	KOR beta-arrestin-2	AID2073	HIV fusion peptide	GPR55 antagonists
O=Cc1cn(-c2ccccc2)nc1-c1ccccc1	-0.3%	-36%	-24%[20 µM]	-4%	-1%	-0.4%	3%	0.6%	-15%
O=C(COC(=O)/C=C/c1cccc(C(F)(F)F)c1)Nc1cccc2ccccc12	0.2%	-13%	1%	-8%	0%	-1.3%	6%	-1.8%	6%
CCCCC[C@H]1CN(CCCC)C(=O)[C@@H]1CC(=O)NCc1ccc(OC)cc1	0.4%	-11%	-42%[20 µM]	3%	8%	-0.2%	7%	0.9%	9%
C=CCN1C(=O)C(Cc2ccc(OC)cc2)SC1=Nc1ccc(C(=O)O)cc1 (configuration not stated)	-0.6%	-27%	10%	0%	17%	-0.2%	2%	3.5%	3%
O=C(Nc1ccc2[nH]c(=S)sc2c1)Nc1ccccc1F	0.2%	-11%	-1%	-9%	-3%	-0.9%	29%	6.2%	-4%
O=C(CSc1ncccn1)NCc1ccc(Cl)cc1	0.3%	-34%	-7%[20 µM]	0%	14%	-4.5%	9%	-0.6%	13%
COc1ccc(C(=O)N/N=C/c2ccc(OC)c(COc3ccc(F)cc3F)c2)cc1	-0.1%	39%	-18%	-4%	0%	2.7%	7%	-1.0%	8%
O=[N+]([O-])c1ccc(/C=N/n2cn[nH]c2=S)cc1	0.3%	-2%	12%	15%	-6%	2.6%	-44%	0.3%	14%
Cc1cc(C)c(NC(=O)CN(c2ccccc2)S(=O)(=O)N(C)C)c(C)c1	-0.1%	-27%	15%	2%	-1%	-4.0%	-3%	-0.5%	10%
O=C(CC1C(=O)NCCN1Cc1ccc(F)cc1Cl)NC1CCCCCCC1 (configuration not stated)	-0.1%	-34%	2%	8%	-2%	1.9%	-2%	10%	-11%
CCC(CC)C(=O)Nc1nnc(SCC(=O)NC(C)(C)C)s1	0.2%	-29%	25%	3%	3%	-1.3%	0%	-1.7%	4%
CCOC(=O)C1=C(C)N=c2s/c(=C/c3cccc([N+](=O)[O-])c3O)c(=O)n2C1c1ccc(OC)cc1OC (configuration not stated)	-0.1%	40%	30%[20 µM]	11%	7%	-11%	8%	46%	-20%
O=C(COc1ccc2c(C(F)(F)F)cc(=O)oc2c1)Nc1ccc2c(c1)OCCO2	0.0%	4%	-19%	-3%	2%	3.1%	28%	-2.6%	-7%
Cc1ccc(OCC(=O)Nc2c(C)ccc3nsnc23)cc1	-0.1%	-15%	-13%	13%	22%	-0.3%	1%	0.1%	4%
O=C(NCc1ccccc1)N1CCC(CO)(Cc2cccc(F)c2)CC1	-0.1%	-5%	15%	3%	-18%	0.8%	1%	-1.8%	6%
COc1ccc(NC(=O)c2cccnc2Cl)c(S(=O)(=O)N2CCOCC2)c1	-0.1%	-7%	-27%	2%	-6%	-1.1%	3%	0.8%	14%
C=CCNC(=O)c1onc(CSc2cccc(OC)c2)c1C(=O)NCC=C	-0.2%	3%	28%	-1%	-16%	0.7%	8%	-1.3%	9%
Cc1cc(C)n2nc(C(=O)Nc3ccc4c(c3)OCO4)nc2n1	-0.1%	x	-47%	-2%	-11%	-4.4%	10%	0.7%	-3%
C=CCc1c(C)nc2cc(-c3ccccc3)[nH]n2c1=O	0.3%	-28%	-5%[20 µM]	0%	13%	-1.4%	13%	-1.7%	12%
CC(C)[C@H]1C=C(C(=O)O)O[C@@H](OCCCCO)C1	0.6%	-2%	34%	3%	-13%	-1.4%	1%	2.7%	-8%
Cc1c(C)n(C)c2ccc(C(=O)NCCc3ccco3)cc12	1.0%	-8%	8%	-6%	4%	5.1%	12%	2.2%	-9%
CCCc1ccc2oc(C(=O)N3CCCC3)c(C)c2c1	-0.1%	-60%	18%[20 µM]	2%	6%	-6.5%	7%	-0.8%	-11%
CC1(C)CC(NC(=O)c2ccc(Cl)cc2)CC(C)(C)N1	-0.1%	-7%	19%	0%	3%	-0.8%	-6%	1.1%	-2%
CCCc1cc(=O)oc2c3c(cc(OCC(=O)NCc4ccncc4)c12)OC(C)(C)CC3	0.5%	-40%	-14%[20 µM]	-3%	-8%	-3.9%	32%	-1.5%	20%
Cc1ccc(NC(=O)CS(=O)CC(=O)N(CC(=O)NC(C)(C)C)c2cccc(C)c2C)cc1 (configuration not stated)	-0.2%	-34%	10%	1%	-3%	-1.4%	-7%	-0.6%	0%
COc1ccc(-c2nnc(SCC(=O)c3cccs3)n2-c2ccc(Cl)cc2)cc1	-0.2%	3%	10%	-2%	5%	-3.4%	-11%	-1.1%	15%
Cc1cc(NC(=O)COC(=O)c2c(C)nn(-c3ccccc3)c2C)no1	0.0%	-6%	-42%	-5%	4%	-5.2%	-3%	-1.2%	11%
Cc1ccccc1Nc1c(N)c(=O)oc2ccccc12	0.1%	14%	34%	0%	7%	3.0%	0%	-1.3%	5%
COc1cccc(C(=O)NCC(=O)OCC(=O)c2ccccc2)c1	0.2%	-41%	-25%	-2%	-11%	-1.0%	4%	1.4%	4%
Cc1ccc(NC(=O)Cn2c(=O)oc3ccccc32)c(C)c1	0.6%	-32%	-24%[20 µM]	0%	14%	3.4%	-1%	0.7%	2%
Cc1cccc(NC(=O)CN2CCC(NC(=O)C3CCCCC3)CC2)c1C	0.1%	-15%	-15%	-4%	-13%	-2.7%	1%	2.4%	-3%
COc1ccc(C2C(C#N)=C(C)NC3=C2C(=O)CC(C)(C)C3)cc1 (configuration not stated)	-0.1%	-1%	13%	-1%	13%	0.6%	16%	-0.7%	5%
O=c1cc(CN2CCOCC2)c2ccc(O)c(O)c2o1	0.2%	-1%	-8%	-8%	-9%	1.3%	-16%	7.0%	0%
O=c1c(Oc2ccccc2Br)c(C(F)(F)F)oc2c(CN3CCCC3)c(O)ccc12	-0.1%	48%	0%	2%	7%	0.1%	36%	2.5%	-2%
Cc1nn(C(=O)c2ccco2)c(C)c1Sc1ccccc1	-0.1%	16%	16%	0%	7%	-7.2%	12%	0.2%	-20%
CCN(Cc1ccc(NC(C)=O)cc1)CC1CCCN(CCc2cccc(OC)c2)C1 (configuration not stated)	0.2%	-2%	-58%[20 µM]	-1%	4%	1.4%	-1%	0.6%	14%
NC(=O)C1CCN(C(=O)C2CC(=O)N(c3ccc(F)cc3)C2)CC1 (configuration not stated)	-0.1%	-18%	-9%	15%	5%	3.5%	14%	-0.2%	0%
COC(=O)CN(c1ccccc1)S(=O)(=O)c1cc(Br)ccc1OC	-0.3%	41%	17%	-6%	13%	x	12%	-2.0%	8%
CC(C(=O)O)n1c2ccccc2c2cnn(C)c(=O)c21 (configuration not stated)	0.0%	-17%	-8%	-6%	-8%	3.0%	7%	9.0%	-2%
COc1cccc(OCC(=O)N2CCCc3ccccc32)c1	0.3%	-21%	-2%	-5%	2%	-1.0%	11%	-2.0%	-6%
Cc1cc(-n2cc(Br)c(=O)[nH]c2=O)nc(-c2ccccc2)n1	-0.1%	1%	-1%	8%	5%	5.0%	7%	0.5%	-10%
CCOC(=O)CCCc1c[nH]c2ccccc12	-0.2%	6%	0%	-2%	4%	-3.6%	-5%	-1.9%	10%
CC1CCN(CCCNC(=O)C2CC(=O)N(CCc3ccccc3)C2)CC1 (configuration not stated)	-0.2%	-15%	15%	-2%	5%	-1.6%	5%	1.0%	14%
O=C(Nc1ccc(-c2csc(Nc3ccccc3)n2)cc1)c1cc([N+](=O)[O-])cc(C(F)(F)F)c1	0.7%	-3%	-1%	0%	-11%	3.6%	10%	-1.0%	15%
Nc1[nH]nc2c1NN(c1ccc(Cl)cc1Cl)N2	-0.3%	-50%	-15%	8%	-5%	3.6%	-12%	-0.6%	4%
CN(C(=O)COC(=O)c1ccc2[nH]c3c(c2c1)CCCC3)C1CCS(=O)(=O)C1 (configuration not stated)	-0.2%	-19%	-26%	-5%	5%	-3.7%	1%	-2.1%	0%
CN(CC(=O)Nc1cccc([N+](=O)[O-])c1)S(=O)(=O)c1ccccc1	-0.1%	-15%	-39%[20 µM]	16%	1%	1.3%	-5%	0.9%	-5%
O=C(NC1CCCC1)C(c1ccncc1)N(CCCN1CCOCC1)C(=O)c1ccc(-c2ccccc2)[nH]1 (configuration not stated)	0.5%	-30%	5%	3%	-1%	-5.6%	8%	1.0%	-7%
CCOc1ccc(NC(=O)CSc2nc3cccnc3n2CC)cc1	-0.1%	0%	16%	-1%	0%	-5.5%	3%	2.7%	2%
S=c1[nH]nc(-c2ccc(Cl)cc2)n1-c1ccc(Cl)cc1	0.3%	-29%	4%	5%	-8%	-2.3%	7%	1.8%	9%
CCOC(=O)c1sc2nccc(OC)c2c1N=CN(C)C	-0.3%	-21%	11%	6%	-4%	-3.8%	8%	-1.6%	8%
O=C(Cc1ccc(Cl)c(Cl)c1)Nc1ccc2[nH]c(=O)[nH]c2c1	-0.6%	-33%	5%	-6%	6%	0.9%	12%	0.1%	-4%
Cc1ccc(SCC(=O)c2sc(-c3ccccc3)nc2C)cc1	0.2%	-1%	19%	0%	13%	-2.8%	0%	-1.2%	-1%
CCOc1ccccc1NC(=O)N1CCC(c2nc3ccccc3[nH]2)CC1	-0.2%	-13%	6%	-2%	8%	-5.1%	-4%	-2.0%	0%
Cn1nnnc1N=N/C(=N/Nc1ccccc1)c1ccccc1	-0.6%	-8%	32%	-3%	-1%	x	-32%	-2.5%	11%
Cc1ccc(Cn2nc(C)c(NC(=O)c3cc(C)no3)c2C)cc1	-0.1%	8%	22%	3%	10%	-1.7%	-4%	-1.1%	14%
CCNC(=S)Nc1ccc(Cl)c(C(F)(F)F)c1	-0.3%	9%	-15%	8%	-7%	13%	-16%	-0.5%	17%
NS(=O)(=O)c1ccc(CCNC(=O)CNC(=O)c2ccc(F)cc2)cc1	-0.2%	-32%	11%	1%	-3%	1.4%	-14%	-0.6%	-2%
C/C(=N\NS(=O)(=O)c1ccc(C)cc1)c1cccs1	0.3%	-12%	9%	0%	-10%	-8.1%	-8%	0.6%	6%
CCOC(=O)C1CCCN(C(=O)Cc2ccc(Cl)cc2)C1 (configuration not stated)	-0.1%	19%	0%	-3%	16%	-10%	-2%	-1.5%	1%
O=C(c1ccsc1)N1CCCC(N2CCOCC2)C1 (configuration not stated)	-0.2%	-31%	14%	8%	3%	2.1%	12%	-0.5%	11%

Individual results from the results shown.
Cn1nnnc1N=N/C(=N/Nc1ccccc1)c1ccccc1 | GPR55 antagonists: 11%
CCNC(=S)Nc1ccc(Cl)c(C(F)(F)F)c1 | NOD1 NF-kB reporter: 9%
